High-throughput results: PubChem BioAssay, National Center for Advancing Translational Sciences (NCATS)
Tb PFK inh = inhibitors of T. brucei phosphofructokinase. O15648. T. brucei PFK, ADP-Glo luminescence. Potency, µM (top dose mostly 57.5 µM), for the others: top-dose activity, negative = inhibition, most hits filed as inhibitors. hit rate 0.17% among 330,000. AID 485367;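 note: potency is the fitted concentration of half-maximal effect; 0% = uninhibited 1x PFK enzyme wells and -100% = no-enzyme wells; nearly all actives have a fitted effect of over 60% in size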
Target sequence (O15648 whole entry, looked up): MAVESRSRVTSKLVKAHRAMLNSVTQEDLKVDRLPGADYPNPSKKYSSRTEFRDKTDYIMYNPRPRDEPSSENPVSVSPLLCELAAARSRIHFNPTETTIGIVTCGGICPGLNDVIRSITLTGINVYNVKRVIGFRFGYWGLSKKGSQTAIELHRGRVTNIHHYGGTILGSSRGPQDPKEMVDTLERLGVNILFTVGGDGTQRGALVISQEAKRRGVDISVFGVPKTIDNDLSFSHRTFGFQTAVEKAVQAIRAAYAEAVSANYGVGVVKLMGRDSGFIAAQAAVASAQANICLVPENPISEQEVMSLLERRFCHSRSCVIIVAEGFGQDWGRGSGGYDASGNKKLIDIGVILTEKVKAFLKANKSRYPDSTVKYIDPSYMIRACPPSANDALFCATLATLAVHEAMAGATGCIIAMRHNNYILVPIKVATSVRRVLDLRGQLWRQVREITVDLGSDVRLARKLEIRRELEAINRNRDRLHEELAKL
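1.25 nM PFK with 0.5 mM F6P and 0.1 mM ATP in 0.1 M TEA pH 8.0, 5 mM MgCl2, incubated 45 min at room temperature; ADP measured by ADP-Glo luminescence; compounds titrated up to 57 uM.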
Menin MLL FP TR = inhibitors of human menin-MLL interaction, mutant MLL peptide. hit rate 0.23% among 270,000. Potency, µM (doses to about 61.6 µM), for inactives: top-dose FP activity change, negative = inhibition, usual class: inhibitors. O00255. AID 1768. Menin + Texas Red MLL mutant peptide, fluorescence polarization; active = well fitted inhibition curve with a large enough effect in the polarisation, with a control signal flat, not every such curve was filed as active; inconclusive = small, poorly fitted or top-dose-only effect, or effect the other way, or a change in a side signal; inactive = no such curve, though single readings can be large or run the other way; the % refers to the polarisation; note: potency is the fitted concentration of half-maximal effect; % of control where 0% means no effect; many of its hits are not listed in these tables
GALK inhibitor = inhibitors of human galactokinase; Purified GALK, Kinase-Glo residual ATP luminescence; Potency, µM (highest dose often 57.5 µM), without a hit: top-dose activity change, negative = inhibition, actives largely listed as inhibitors; hit rate 0.007% among 270,000; AID 1868; note: potency is the fitted concentration of half-maximal effect; % is set by controls: 0 for no effect and ±100 for the full control effect
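GALK at 5 nM final was combined with compound, 35 uM ATP and 100 uM galactose in HEPES pH8.0 with MgCl2 and DTT. The reaction ran one hour at room temperature before luminescent ATP detection.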
TSG101-PTAP inh = blocks PTAP/TSG101 interaction to inhibit HIV-1 budding; Fluorescence polarization, FITC-PTAP peptide / Tsg101 binding; Potency, µM (highest dose often 115 µM), for the others: at the highest dose activity change, negative = inhibition, usual class: inhibitors; 340,000 tested, under 10 active; active = well fitted inhibition curve with a large enough effect in the main read-out, with a control signal flat, not every such curve was filed as active; inconclusive = small, poorly fitted or top-dose-only effect, or effect the other way, or a change in a side signal; inactive = no such curve, though single readings can be large or run the other way; note: potency is the fitted concentration of half-maximal effect; % of control where 0% means no effect
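Tsg101 binding domain (10 uM final) was mixed with compound and a FITC-labeled PTAP peptide (50 nM final) in HEPES pH 7.5 buffer with NaCl, Tween 20, EDTA and TCEP; fluorescence polarization was read after 20 min at r.t.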
Chronic BCR inh = inhibitors of chronic active B-cell receptor signaling | ABC-DLBCL IkBa-CBG/CBR reporter, luminescence ratio, 4 h | Potency, µM (titrated, usually from 46.1 µM), for inactives: at the top dose ratio change, negative = lower green/red ratio, usual class: inhibitors | hit rate 0.05% among 340,000; active = well fitted inhibition curve with a large enough effect in the signal ratio, with a control signal flat, not every such curve was filed as active; inconclusive = small, poorly fitted or top-dose-only effect, or effect the other way, or a change in a side signal; the % refers to the signal ratio;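 note: potency is the fitted concentration of half-maximal effect; plate controls were basal doxycycline-induced cells for no effect and cells given 10 µM MG132 for full effect; MG132 reads +100%, hits lower the ratio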
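Cell line TMD8 (human ABC DLBCL), stably expressing tet-inducible CBG68-IkBa fusion and CBR; IMDM/0.5% FBS; cpd up to 46 uM; dox induction, 4 h, 37C/5% CO2; dual luminescence; green/red ratio; MG132 control.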
a7 integrin act = integrin-mediated muscular dystrophy alleviation activation; alpha7betagal myoblasts, beta-gal FDG fluorescence, 48 h; Potency, µM (highest dose often 38.3 µM), inactives show top-dose activation, usual class: activators; hit rate 0.064% among 350,000;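 note: potency is the fitted concentration of half-maximal effect; 100% = response of the positive control SU9516; nearly all actives have a fitted effect of over 60% in size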
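alpha7betagal+/- myoblasts (passage 13, 250/well) treated 48 h at 37C with compounds at 1:260 dilution of DMSO stock. Lysed, then beta-galactosidase activity read as FDG fluorescence (ex 480/em 540) after 30 min, with pre-read for autofluorescence.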
PKM2 activator = PKM2 (human) enzyme activation | purified PKM2, Kinase-Glo ATP luminescence, activation; response scale: 0% is enzyme alone, no compound | Potency, µM (highest dose often 57.5 µM), inactives show top-dose activation, most hits filed as activators | AID 1631 | P14618 | hit rate 0.34% among 260,000; note: potency is the fitted concentration of half-maximal effect; % is set by controls: 0 for no effect and ±100 for the full control effect; nearly all actives have a fitted effect of over 55% in size
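Purified hPK-M2 (>95% pure) converted ADP (0.1 mM final) to ATP with 0.5 mM PEP in 50 mM imidazole pH7.2, KCl, MgCl2, Tween 20, BSA; 1 h at room temperature. ATP detected by Kinase-Glo luminescence.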
ASM inhibitor = human S-ASM enzyme inhibition. P17405. placental ASM, HMU-PC fluorogenic substrate, 60 min. Potency, µM (series often up to 57.5 µM), for the others: top-dose activity change, negative = inhibition, usual class: inhibitors. hit rate 0.006% among 340,000. AID 504937; note: potency is the fitted concentration of half-maximal effect
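qHTS format. ASM enzyme prepared from human placenta hydrolyses the fluorogenic substrate HMU-PC0 (9 uM final) over 60 min at 37 °C after a 10 min compound preincubation.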
Giardia kill = Giardia lamblia killing | activity change, % at 7.66 µM, hits read low | Giardia lamblia trophozoite viability | hit rate 0.15% among 340,000; in the data active = activity change below about -80%; inconclusive = between about -30% and that limit;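 note: parasites exposed to compound for two days anaerobically before the ATP read; % is set by controls: 0 for no effect and ±100 for the full control effect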
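ATP-content bioluminescence gauges trophozoite survival. Cells (100/well) receive compound and incubate anaerobically for 48 hrs at 37 deg C; detection reagent follows for 15-30 min at room temperature.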
B2AR arrestin = recruits beta-arrestin to the human beta2-adrenergic receptor; P07550; beta-arrestin recruitment to beta2AR, cell-based reporter; Potency, µM (series often up to 46.1 µM), for inactives: top-dose activation, actives largely listed as activators; hit rate 0.02% among 330,000; AID 492947;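 note: potency is the fitted concentration of half-maximal effect; 0% = DMSO controls and full agonism = EC100 isoproterenol or metaproterenol; nearly all actives have a fitted effect of over 65% in size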
Target sequence (P07550 whole entry, looked up): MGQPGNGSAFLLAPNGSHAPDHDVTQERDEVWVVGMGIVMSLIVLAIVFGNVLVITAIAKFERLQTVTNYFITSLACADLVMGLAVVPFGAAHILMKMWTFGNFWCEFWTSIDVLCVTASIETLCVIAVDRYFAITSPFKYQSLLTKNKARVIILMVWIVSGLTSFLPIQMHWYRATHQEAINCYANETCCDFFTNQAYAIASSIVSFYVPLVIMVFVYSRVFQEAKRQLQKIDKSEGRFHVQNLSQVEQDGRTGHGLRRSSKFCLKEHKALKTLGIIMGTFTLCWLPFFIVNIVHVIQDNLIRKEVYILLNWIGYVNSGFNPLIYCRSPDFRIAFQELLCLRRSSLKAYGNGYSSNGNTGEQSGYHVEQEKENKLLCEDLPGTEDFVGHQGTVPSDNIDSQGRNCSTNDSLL
FBPA coupling cs = inhibits coupling enzyme system, counter-screen for aldolase hits; coupling enzyme system counterscreen, AmpLite Red fluorescence; activity change, negative = inhibition, % at 58.2 µM, hits read low; hit rate 0.67% among 290,000; AID 2472; in the data active = activity change below about -30%; note: % is set by controls: 0 for no effect and ±100 for the full control effect
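Final compound at 57.5 uM, incubated 10 min at RT with coupling enzyme reagent (glyceraldehyde-3-phosphate), then 20 min with substrate and AmpLite Red detection. Fluorescence read at 525/598 nm; tests interference with the coupling assay, not aldolase inhibition.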
Numbers without * were called inactive; ? = inconclusive; nt = not tested or not shown; & = joins results of further samples; [ ] = dose if it differs, or a comment. Unless noted, calls come from the whole dose curve; as a rule, active = well fitted curve in the direction sought with a large enough effect; inconclusive = small, poorly fitted or top-dose-only effect, or another doubt; inactive = no such curve, though single readings can be large; an effect the other way counts as inactive or inconclusive. A portion of the library, so the mix of outcomes need not match the whole.

SMILES	Tb PFK inh	Menin MLL FP TR	GALK inhibitor	TSG101-PTAP inh	Chronic BCR inh	a7 integrin act	PKM2 activator	ASM inhibitor	Giardia kill	B2AR arrestin	FBPA coupling cs
S=C(NCCCN1CCOCC1)N1CCN(c2nc(-c3ccccc3)cs2)CC1	-11%	6%	15%	-3%	-4%	-31%	-17%	-1%	-9	-0.3%	-1
CCC(=O)Nc1nonc1-c1nc2ccccc2n1Cc1cccc2ccccc12	0%	6%	-2%	-3%	?	15%	-14%	-16%	2	-0.3%	2
C/C(N)=C(/C#N)C(=O)CSc1nnc(COc2cc(C)ccc2C)o1	-3%	12%	3%	-3%	-5%	-5%	-2%	-1%	-7	-0.4%	nt
Cc1cc(C)c(S(=O)(=O)c2ccccc2)c(OC(=O)c2c(Cl)cccc2Cl)n1	-13%	29%	3%	-5%	1%	21%	-3%	3%	-17	0.0%	1
CC(=O)Nc1ccccc1C(=O)N1CC2(C)CC1CC(C)(C)C2 (stereo not drawn)	0%	-6%	0%	-2%	?	-1%	0%	4%	-2	-0.1%	-1
CCOC(=O)Cn1c(=O)oc2cc(S(=O)(=O)NCCc3ccc(OCC)c(OCC)c3)ccc21	-3%	10%	3%	-3%	-1%	-29%	0%	0%	6	-0.7%	0
Cc1cc(C)cc(NC(=O)C2(c3cccs3)CCOCC2)c1	1%	20%	2%	-4%	9%&-2%	-5%	5%	nt	-2	-0.2%	1
NC(=O)c1ccccc1NC(=O)Cc1cccs1	0%	30%[activator]	8%	0%	0%	25%	1%[11.5 µM]	-1%	-27	-0.4%	4
COc1ccc(-c2nn(C)c(=O)c3ccccc23)cc1NC(=O)COc1ccc(C)cc1	-1%	?	nt	0%	-1%	-29%	0%	-7%	29	-0.2%	1
Cc1nc([N+](=O)[O-])nn1C12CC3CC(CC(Br)(C3)C1)C2	-7%	-3%	-1%	1%	-5%	12%	-5%	2%	-19	0.2%	-2
Cc1ccc(C)n1Cc1ccccc1Cl	4%	-10%	-1%	-2%	2%	-37%	-6%	-2%	4	-0.1%	-1
COc1ccc(-c2cc3c(=O)n(CC(=O)NCc4cccnc4)ncn3n2)cc1	?	5%	nt	0%	-21%	22%	-5%	5%	-27	0.2%	1
COc1ccc(C(=O)Nc2ccc(S(=O)(=O)Nc3onc(C)c3C)cc2)cc1	0%	7%	-3%	-1%	12%	-1%	-5%	6%	2	-0.4%	8
COc1ccc2oc(C(=O)OCC(=O)Nc3ccc(NC(C)=O)cc3)c(C)c2c1	1%	nt	nt	-1%	13%	11%	nt	12%	-4	3.7%	nt
COc1ccc(NC(=O)Cc2c(Cl)cccc2Cl)cn1	-2%	1%	3%	1%	-6%	-1%	-1%	1%	-21	-0.3%	-8
O=C(CN1C(=O)c2ccccc2C1=O)Nc1nccs1	-2%	nt	nt	-1%	-3%	29%	-7%	2%	14	-0.5%	0
CCOC(=O)c1ccc(NC(=S)N2CCCC2)cc1	3%	-3%	-1%	-1%	?	?	10%	-4%	-14	0.4%	-1
CCOc1ccc(CCNC(=O)CCCn2c(=O)c3cccn3c3cccnc32)cc1OCC	0%	-27%	2%	21%	-3%	?	nt	-2%	9	0.0%	-4
COc1ccc(N2CCN(C(=O)CN=C3NS(=O)(=O)C(c4ccc(C)cc4)=C3C)CC2)cc1	-7%	-10%	0%	nt	-2%	-12%	-2%	-2%	-7	0.2%	0
CC1CN(C(=O)COC(=O)c2ccc(Cl)c(N)c2)CC(C)O1 (stereo not drawn)	3%	-3%	-1%	3%	4%	-27%	0%	10%	-24	0.7%	3
CC(C(=O)N1c2ccc(F)cc2CCC1C)N1C(=O)c2ccccc2C1=O (stereo not drawn)	?	-26%	-3%	-5%	-1%	7%	-12%	2%	-4	-0.1%	-4
NC(=O)C1CCN(C(=O)CSc2ccsc2[N+](=O)[O-])CC1	-2%	-5%	-1%	0%	1%	-12%	2%	5%	7	0.0%	-16
CCCCn1nc(NC(=O)COC)c2cc3ccc(C)cc3nc21	0%	11%	3%	1%	?	1%	nt	374%[activator]	-5	-0.5%	1
Cc1cccc2cc(CN(C(=O)c3cccc([N+](=O)[O-])c3)C(C)C)c(=O)[nH]c12	0%	nt	-2%	-3%	-3%	-5%	-3%	0%	2	-0.6%	4
C=CCn1c(CNC(=O)c2ccco2)nnc1SCC(=O)N1c2ccccc2Sc2ccccc21	4%	-11%	3%	-5%	-7%	-33%	2%	-2%	-1	0.0%	7
N#CCOC(=O)/C=C/c1ccc2c(c1)OCO2	-2%	-1%	0%	0%	6%	-7%	0%	17%	-3	0.0%	-3
Cc1cc(C)c(NC(=O)/C=C\C(=O)O)c(Cl)c1	15%	3%	2%	1%	0%	-1%	3%	-4%	1	-0.4%	8
O=C1CC(/C=C/c2cccnc2)=Nc2ccccc2N1	1%	-5%	-1%	1%	-4%	-28%	-27%	-2%	5	0.2%	-4
Cc1cccc(C(=O)N2CCCC(c3nc(-c4ccc(C)o4)no3)C2)c1 (stereo not drawn)	-1%	-15%	17%	3%	-2%	-31%	7%	2%	-19	-0.1%	1
COc1ccc2c(CC(=O)N3CCN(S(=O)(=O)c4cccs4)CC3)coc2c1	0%	1%	1%	-5%	1%	-26%	22µM*	3%	-4	-1.1%	1
Cn1ncc2c(Nc3cccc(Cl)c3)nc(Nc3cccc(Cl)c3)nc21	8%	?	-6%	-5%	?	-67%[inhibitor]	2%	?	-2	0.2%	-6
CC(CCc1ccccc1)NC(=O)c1cccs1 (stereo not drawn)	0%	19%	2%	-2%	3%	9%	4%	4%	12	-0.2%	-1
CC(C)(C)c1n[nH]c(=S)n(N)c1=O	?	2%	2%	-1%	-7%	-15%	0%	-1%	12	0.0%	1
O=C(NCc1ccccc1)c1cccc(OCC(=O)N2CCN(C(=O)c3ccco3)CC2)c1	-6%	-3%	0%	-5%	?	11%	1%	6%	10	0.4%	1
CC1CCN(CCCNC(=O)CN2C(=O)CSc3ccc(S(=O)(=O)N4CCOCC4)cc32)CC1	-2%	nt	6%	0%	3%&4%	35%	nt	0%	1	0.1%	nt
S=C(NCCCN1CCOCC1)N1CCN(c2ccccc2)CC1	-2%	9%	4%	1%	6%	2%	1%	4%	4	-1.0%	1
COc1ccc(-c2nc(CN3CCCCC3c3nccn3C)c(C)o2)c(C)c1C (stereo not drawn)	2%	?	0%	-5%	?	-38%	1%	2%	-9	-0.6%	1
Cn1ccnc1SCCNC(=O)CCc1nnc(CCCCc2ccccc2)o1	3%	-10%	-1%	-6%	7%	10%	24%	5%	-27	-0.3%	2
O=C(NCc1ccccn1)c1ccccc1OCc1ccc(F)cc1	1%	nt	nt	0%	6%	15%	nt	6%	3	-0.1%	nt
CC(=O)CCc1ccc(OCCCOc2cccc3cccnc23)cc1	2%	?	-4%	-5%	-27%	-8%	-4%[11.5 µM]	-3%	-20	-0.9%	0
Cc1sc2ncnc(NCC(O)c3ccccc3)c2c1C (stereo not drawn)	-2%	nt	-2%	-5%	-1%	-10%	nt	-2%	6	0.3%	2
O=C(NCCCn1ccnc1)c1ccc(S(=O)(=O)N2CCOCC2)cc1	0%	-3%	5%	-3%	7%	-21%	-1%	-2%	-11	0.0%	-1
Cc1c(CNCCc2ccccc2Cl)c(C(=O)O)c(C)n1-c1ccccc1	-1%	?	-1%	0%	-17%	-44%	nt	6%	?	-0.6%	4
COc1ccc(C2/C=C\CN(C(=O)Nc3ccc(C(F)(F)F)cc3)CC(=O)N2Cc2ccc(F)cc2)cc1 (stereo not drawn)	5%	32%[activator]	0%	-16%	?	-37%	-2%	-22%	-24&9	-0.4%	0&0
